# PAD4 inh: PAD4 (human) enzyme inhibition; recombinant PAD4, RCA probe fluorescence polarization; inhibition, % at 6.36 µM; hit rate 0.41% among 330,000; AID 485272; Q9UM07;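 active means percent inhibition above a cutoff equal to the mean of all tested compounds plus 3 SD, cut at about 15% in these data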;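 further: 0% = PAD4 with RCA probe and DMSO and 100% = probe without PAD4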
# PREPL inhibitor: inhibits the human prolyl oligopeptidase-like enzyme; Q4J6C6; recombinant PREPL, fluorescence polarization activity-based probe; hit rate 0.68% among 320,000; inhibition, % at 5.96 µM; AID 2751; in the data active means inhibition above about 43%;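 further: 0% = enzyme with DMSO and 100% = wells lacking enzyme; many of its hits are not listed in these tables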
# PME-1 primary: blocks human protein phosphatase methylesterase 1; Q9Y570; recombinant PME-1, FP-Rh probe fluorescence polarization; inhibition, % at 5.9 µM; hit rate 0.53% among 320,000;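 active means inhibition above the campaign mean of all compounds plus 3 SD, cut at about 26% in these data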;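 further: competitive labeling of PME-1 active site by serine hydrolase directed probe; 0% = PME-1 with DMSO and 100% = wells lacking PME-1 enzyme; inhibitors block probe labeling so polarization falls and inhibition rises; many of its hits are not listed in these tables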
# Target sequence (Q9Y570 whole entry, looked up): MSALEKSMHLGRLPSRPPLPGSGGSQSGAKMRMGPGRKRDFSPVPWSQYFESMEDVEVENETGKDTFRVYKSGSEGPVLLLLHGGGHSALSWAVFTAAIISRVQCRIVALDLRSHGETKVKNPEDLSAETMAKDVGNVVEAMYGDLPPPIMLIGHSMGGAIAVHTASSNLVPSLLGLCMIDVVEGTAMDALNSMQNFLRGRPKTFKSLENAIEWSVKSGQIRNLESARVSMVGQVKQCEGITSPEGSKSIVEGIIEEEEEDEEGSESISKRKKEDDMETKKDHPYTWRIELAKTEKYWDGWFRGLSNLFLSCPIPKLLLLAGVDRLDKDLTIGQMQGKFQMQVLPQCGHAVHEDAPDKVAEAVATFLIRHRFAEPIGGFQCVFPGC
# pPAFAH FP inh: inhibitors of human plasma PAF acetylhydrolase (pPAFAH) | AID 463082 | recombinant pPAFAH, FP-rhodamine probe fluorescence polarization | hit rate 1.5% among 330,000 | inhibition, % at 3.39 µM | Q13093;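 active means inhibition above the mean inhibition across the screen plus 3 SD, cut at about 25% in these data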;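 further: inhibitors block binding of the rhodamine activity-based probe so polarization drops; 0% = enzyme with DMSO and 100% = wells lacking pPAFAH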
# LYPLA2 counter: blocks human lysophospholipase 2, a PME1 counter-screen. O95372. recombinant LYPLA2, FP-Rh probe fluorescence polarization. inhibition, % at 5.9 µM. hit rate 0.38% among 320,000. AID 2177;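 active means inhibition above the screen-wide mean plus 3 SD, limit set per campaign, cut at about 26% in these data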;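 further: 0% = LYPLA2 with DMSO and 100% = wells lacking LYPLA2 enzyme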
# LYPLA1 counter: blocks human lysophospholipase 1, a PME1 counter-screen | recombinant LYPLA1, FP-Rh probe fluorescence polarization | inhibition, % at 5.9 µM | hit rate 0.16% among 320,000 | AID 2174;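 active means inhibition above the mean of all tested compounds plus 3 SD, set per campaign, cut at about 14% in these data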;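 further: inhibitors block serine hydrolase probe labeling of LYPLA1 so polarization falls; 0% = enzyme with DMSO and 100% = wells lacking LYPLA1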
# PAFAH1B2 inh: inhibitors of human PAFAH1B2; recombinant PAFAH1B2, FP-rhodamine activity probe, fluorescence polarization; inhibition, % at 3.39 µM; hit rate 1.2% among 340,000; AID 492953;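 active means inhibition above the mean of all tested compounds plus 3 SD, cut at about 24% in these data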;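 further: 0% = enzyme with DMSO and 100% = wells lacking PAFAH1B2; many of its hits are not listed in these tables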
# GSTO1 counter: GSTO1 inhibition, counter-screen for RBBP9 inhibitors | P78417 | recombinant GSTO1, activity-based probe fluorescence polarization | inhibition, % at 5.96 µM | hit rate 1.1% among 300,000 | AID 1974;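 active means inhibition above the campaign mean inhibition plus 3 SD, cut at about 35% in these data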;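 further: 0% = GSTO1-1 with DMSO and 100% = wells lacking GSTO1-1 enzyme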
# Target sequence (P78417 whole entry, looked up): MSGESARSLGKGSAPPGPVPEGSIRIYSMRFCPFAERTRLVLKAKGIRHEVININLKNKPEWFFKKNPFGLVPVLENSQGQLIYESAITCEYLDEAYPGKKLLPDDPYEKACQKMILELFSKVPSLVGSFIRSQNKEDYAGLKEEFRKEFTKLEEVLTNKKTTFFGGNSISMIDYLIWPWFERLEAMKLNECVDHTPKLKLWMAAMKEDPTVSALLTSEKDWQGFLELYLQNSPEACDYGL
# PAFAH1B3 inh: inhibitors of human PAFAH1B3. hit rate 0.28% among 340,000. inhibition, % at 3.39 µM. recombinant PAFAH1B3, FP-rhodamine probe, fluorescence polarization. Q15102;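 active means inhibition above the screen-wide average of all tested compounds plus 3 SD, cut at about 25% in these data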;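 further: 0% = enzyme with DMSO only and 100% = wells lacking PAFAH1B3 protein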
# Starred values were filed as active, the others as inactive; / = not tested or not shown.
SMILES,PAD4 inh,PREPL inhibitor,PME-1 primary,pPAFAH FP inh,LYPLA2 counter,LYPLA1 counter,PAFAH1B2 inh,GSTO1 counter,PAFAH1B3 inh
N/C(=N\[N+](=O)[O-])N1CCN(C(=O)c2ccccc2)CC1,-0.8,16.3,0.1,-2.4,4.9,2.6,/,12.2,/
N#CC(C#N)=Cc1ccc(O)c(O)c1,2.2,-2.2,-3.6,5.6,-2.2,-0.3,6.2,16.6,14.0
CN1C(=O)C(c2ccc([N+](=O)[O-])cc2[N+](=O)[O-])C(=O)N(C)C1=O,2.4,1.0,-2.4,-0.8,-8.8,-0.8,2.5,14.8,9.8
Cc1ccc(S(=O)(=O)N2CCCCC2)cc1NC(=O)CN1CC=C(c2ccccc2)CC1,3.1,38.5,74.7*,9.4,-8.0,-0.6,0.6,-0.6,0.2
CCCCN1C(=O)NC(=O)C2(Cc3c(nc4c(C)cccn4c3=O)N3CCc4ccccc4C32)C1=O (centres undefined),-3.0,-8.1,-3.2,-1.9,3.7,-1.5,0.1,-5.0,7.8
O=C(O)c1cccc(N=Nc2c(O)[nH]c(=O)[nH]c2=O)c1,1.9,8.2,-0.4,-1.1,6.0,4.0,4.7,-7.9,3.7
COc1ccc(C2N(c3cc(C)on3)C(=O)C3CCCN32)cc1 (centres undefined),-3.0,5.0,6.1,0.4,-1.5,-0.5,-1.6,0.0,-1.9
CCn1c(O)c(C=Nc2ccc(N3CCOCC3)cc2)c(=O)n(CC)c1=S,-8.8,5.2,2.4,4.8,8.0,-1.0,-2.8,32.2,-8.7
C#C[C@]1(O)CCC2C3C(CC[C@@]21C)[C@@]1(C)CC[C@@H](O)CC1=C[C@H]3O (some centres undefined),-1.5,18.6,/,-4.1,/,/,4.4,/,7.0
O=c1c2ccccc2nc(-c2ccccc2)n1-c1ccccc1O,-2.6,-3.5,1.7,-2.3,-8.7,-1.7,-0.4,-1.7,1.3
COC(=O)C1=C(c2ccc(OC)c(OC)c2)C[C@@H]2CC[C@H]1N2C(=O)NC1CC1,-1.6,7.7,-4.5,-7.2,-1.0,-1.0,6.4,/,-6.1
CCCCn1c(O)c(C(CC)=Nc2ccc(C(=O)O)cc2)c(=O)[nH]c1=O,-2.8,5.9,-1.0,-3.4,3.2,-0.2,-0.8,3.1,8.2

# Reformatted: results already given
smiles | PAD4 inh | PREPL inhibitor | PME-1 primary | pPAFAH FP inh | LYPLA2 counter | LYPLA1 counter | PAFAH1B2 inh | GSTO1 counter | PAFAH1B3 inh
N/C(=N\[N+](=O)[O-])N1CCN(C(=O)c2ccccc2)CC1 | -0.8 | 16.3 | 0.1 | -2.4 | 4.9 | 2.6 | / | 12.2 | /
N#CC(C#N)=Cc1ccc(O)c(O)c1 | 2.2 | -2.2 | -3.6 | 5.6 | -2.2 | -0.3 | 6.2 | 16.6 | 14.0
CN1C(=O)C(c2ccc([N+](=O)[O-])cc2[N+](=O)[O-])C(=O)N(C)C1=O | 2.4 | 1.0 | -2.4 | -0.8 | -8.8 | -0.8 | 2.5 | 14.8 | 9.8
Cc1ccc(S(=O)(=O)N2CCCCC2)cc1NC(=O)CN1CC=C(c2ccccc2)CC1 | 3.1 | 38.5 | 74.7* | 9.4 | -8.0 | -0.6 | 0.6 | -0.6 | 0.2
CCCCN1C(=O)NC(=O)C2(Cc3c(nc4c(C)cccn4c3=O)N3CCc4ccccc4C32)C1=O (centres undefined) | -3.0 | -8.1 | -3.2 | -1.9 | 3.7 | -1.5 | 0.1 | -5.0 | 7.8
O=C(O)c1cccc(N=Nc2c(O)[nH]c(=O)[nH]c2=O)c1 | 1.9 | 8.2 | -0.4 | -1.1 | 6.0 | 4.0 | 4.7 | -7.9 | 3.7

# (next part)
SMILES,PAD4 inh,PREPL inhibitor,PME-1 primary,pPAFAH FP inh,LYPLA2 counter,LYPLA1 counter,PAFAH1B2 inh,GSTO1 counter,PAFAH1B3 inh
Cn1cc(C(=O)NC2CC2)c2ccccc21,0.2,-4.0,2.9,1.6,-1.3,0.0,1.5,4.1,1.5
CCC(CO)Nc1ccc([N+](=O)[O-])c2cccnc12 (centres undefined),-1.1,9.3,-2.6,1.8,0.2,2.9,-3.2,-7.1,4.4
CCCn1c(C(=O)c2ccccc2OC)nc2ccccc21,-1.5,-2.9,-2.2,3.0,-2.0,-1.2,9.3,1.1,11.6
C1=C(c2c[nH]c3ccccc23)CCN(Cc2ccccc2)C1,-7.2,18.1,0.6,6.2,2.2,-0.9,0.3,4.5,5.8
C=CCNC(=O)c1c(N)n(CCN2CCOCC2)c2nc3ccccc3nc12,-3.8,8.4,2.8,9.6,2.5,0.0,3.4,2.9,4.3
CC(=O)NC(=O)NC(C)Cc1ccccc1 (centres undefined),3.0,10.5,5.7,0.9,-0.3,-2.5,-4.2,-2.7,3.9
Cc1ccc(C(=O)Nc2ccc(Cl)cc2C(=O)c2ccccc2)cc1,-5.5,-13.0,-0.9,4.1,-4.6,-8.1,1.0,6.2,-7.3
CC(=O)O[C@@H]1/C=C/[C@](C)(O)C[C@@H](C)C/C=C/[C@H]2[C@H](O)[C@@](C)(O)[C@@H](C)[C@H]3[C@H](Cc4ccccc4)NC(=O)[C@@]312,4.0,-3.1,-3.9,0.9,6.7,1.2,/,1.6,/
COC(=O)C1=C(c2ccccc2OCc2ccccc2)C[C@@H]2CC[C@H]1N2C(=O)NCCOc1ccccc1Cl,1.1,29.4,-2.6,5.3,-2.4,-2.8,0.7,/,-4.1
COc1ccc2c(c1)[C@]13CCCCC1C(C2)N(C)CC3 (some centres undefined),1.6,16.8,-1.6,3.4,-3.6,-4.7,-3.2,1.5,1.9
COc1cccc(-n2c(O)c(C=NCCN3CCNCC3)c(=O)[nH]c2=S)c1,-4.2,1.6,-3.2,4.5,-1.4,-1.6,4.6,-1.7,2.4
N#CCCn1cc(C(=O)NCc2ccccc2)c(-c2ccccc2)n1,-6.1,4.8,3.8,7.5,5.2,2.0,-2.2,7.7,-1.8
CC(=O)O[C@H]1C(=O)[C@@]2(C)C([C@H](OC(=O)c3ccccc3)[C@]3(O)C[C@H](O)C(C)=C1C3(C)C)[C@]1(OC(C)=O)CO[C@@H]1C[C@H]2O (some centres undefined),-0.7,9.5,2.7,3.2,8.5,3.5,5.6,14.4,-2.3
COc1ccc(OCC(=O)N2CCN(Cc3ccc4c(c3)OCO4)CC2)cc1,-0.5,-0.8,6.1,3.4,0.2,3.6,0.9,-0.4,1.3
CCc1ccc(CNCCc2c[nH]c3ccccc23)cc1,-4.8,-59.8,-3.0,0.2,-6.0,-0.5,6.1,11.5,6.5
O=C(O)CC[N+](=O)[O-],-8.2,10.7,-7.0,-7.7,0.9,-1.1,-8.6,6.3,-5.5
O=C1C(c2ccccc2)=C(N2CC2)c2ccccc21,-3.4,10.2,2.6,5.4,0.2,-3.0,4.7,40.8*,1.1
CN1CCN(c2ccc(N)cc2Cl)CC1,0.7,15.9,3.6,4.6,-0.9,-0.2,/,1.6,/

# Whole records from above.
# CN1CCN(c2ccc(N)cc2Cl)CC1 in the list: PAD4 inh: 0.7; PREPL inhibitor: 15.9; PME-1 primary: 3.6; pPAFAH FP inh: 4.6; LYPLA2 counter: -0.9; LYPLA1 counter: -0.2; PAFAH1B2 inh: /; GSTO1 counter: 1.6; PAFAH1B3 inh: /
# CC(=O)O[C@H]1C(=O)[C@@]2(C)C([C@H](OC(=O)c3ccccc3)[C@]3(O)C[C@H](O)C(C)=C1C3(C)C)[C@]1(OC(C)=O)CO[C@@H]1C[C@H]2O (some centres undefined) in the list: PAD4 inh: -0.7; PREPL inhibitor: 9.5; PME-1 primary: 2.7; pPAFAH FP inh: 3.2; LYPLA2 counter: 8.5; LYPLA1 counter: 3.5; PAFAH1B2 inh: 5.6; GSTO1 counter: 14.4; PAFAH1B3 inh: -2.3

# An excerpt; rates above refer to the full screens.
